Assay outcomes (PubChem BioAssay)
Granule exo inh: LAMP-1 surface exposure blockers, TALL-104 cells – cell-based, flow cytometry, MLPCN library, primary screen; actives 0.66% (n = 360,000); inhibition, % at 10 µM; TALL-104 LAMP-1 surface exposure; cells stimulated with thapsigargin and PMA;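 active = inhibition above about 55%, limit read from the data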
NR2E3 ag-1: NR2E3 agonists in two-hybrid cells, primary screen, cell-based, luminescence, CHO-S, Gal4-NCOR/VP16-NR2E3. Photoreceptor-specific nuclear receptor (Homo sapiens), Q9Y5X4. luciferase. inhibition of corepressor binding, % at 3.98 µM. actives 0.35% (n = 360,000). AID 602229, 2012;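 active = inhibition above the mean of all tested compounds plus 3 SD, cut at about 70% in these data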;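 note: 0% = DMSO with NR2E3 transfected cells and 100% = cells lacking NR2E3 construct; higher means lower luciferase signal from less NR2E3 corepressor binding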
Target sequence (Q9Y5X4 whole entry, looked up, the tested form may be a part): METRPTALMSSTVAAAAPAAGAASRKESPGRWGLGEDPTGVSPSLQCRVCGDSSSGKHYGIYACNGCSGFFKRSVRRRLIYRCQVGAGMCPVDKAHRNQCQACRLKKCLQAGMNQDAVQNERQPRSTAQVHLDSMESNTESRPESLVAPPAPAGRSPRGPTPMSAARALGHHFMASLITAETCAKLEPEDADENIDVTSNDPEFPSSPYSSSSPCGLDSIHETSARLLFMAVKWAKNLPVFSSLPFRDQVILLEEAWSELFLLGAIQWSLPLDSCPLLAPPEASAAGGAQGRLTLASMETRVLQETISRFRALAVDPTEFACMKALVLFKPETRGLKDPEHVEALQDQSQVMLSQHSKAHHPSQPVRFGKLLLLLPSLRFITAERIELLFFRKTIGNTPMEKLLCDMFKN
Peg3 promoter: Peg3 promoter-driven luciferase inhibitors, primary screen, cell-based, HeLa, luciferase luminescence; HeLa PEG-Prom luciferase reporter, overnight; inhibition, % at 20 µM; actives 1.7% (n = 360,000);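 active = inhibition of at least 50% at 20 µM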
PDI turbidity: inhibitors of human PDI, primary screen, biochemical, turbidity, single point, plate reader; Protein disulfide-isomerase (Homo sapiens), P07237; PDI insulin aggregation turbidity, A650, 90 min; inhibition, % at 10 µM; actives 0.052% (n = 350,000);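 active = mean inhibition across replicates of 30% or more, whatever share of single replicates reach that level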;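 note: absorbance from insulin aggregation driven by PDI reduction with DTT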
Target sequence (P07237 whole entry, looked up): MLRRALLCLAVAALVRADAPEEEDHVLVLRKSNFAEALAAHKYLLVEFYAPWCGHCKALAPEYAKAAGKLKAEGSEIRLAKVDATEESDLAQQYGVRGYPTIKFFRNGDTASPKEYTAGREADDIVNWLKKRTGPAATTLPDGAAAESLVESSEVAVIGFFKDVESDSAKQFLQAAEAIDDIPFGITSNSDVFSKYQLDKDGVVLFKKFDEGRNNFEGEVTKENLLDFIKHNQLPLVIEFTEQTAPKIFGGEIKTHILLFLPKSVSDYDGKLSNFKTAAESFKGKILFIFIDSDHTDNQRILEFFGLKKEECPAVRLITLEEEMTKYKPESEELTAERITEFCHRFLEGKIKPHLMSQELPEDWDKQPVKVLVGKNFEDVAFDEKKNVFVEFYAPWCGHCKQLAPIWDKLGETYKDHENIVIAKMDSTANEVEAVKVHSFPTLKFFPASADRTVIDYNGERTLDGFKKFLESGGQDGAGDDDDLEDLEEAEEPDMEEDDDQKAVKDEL
NR2E3 ag-2: inhibitors of NR2E3-RetCOR corepressor binding, primary screen, NR2E3 agonist project, biochemical, TR-FRET, GST-NR2E3, biotin-RetCOR; inhibition of corepressor binding, % at 4.78 µM; 1536-well; Photoreceptor-specific nuclear receptor (Homo sapiens), Q9Y5X4; AID 2300, 2010; actives 0.12% (n = 320,000);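 active = percent inhibition above the cutoff of mean plus 3 SD of all tested compounds, set per screening campaign, cut at about 20% in these data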;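 note: 0% = DMSO wells and 100% = biotin wells as full block of FRET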
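System: GST-tagged NR2E3 plus biotinylated RetCOR corepressor; Buffer or medium: pH 7.5 Tris-based buffer; Probe or stimulus: RetCOR corepressor, biotinylated, 7 nM; Doses: compound at 4.8 µM, single dose; Schedule: 5 h incubation at 4 °C; Technique: time-resolved FRET; Evaluation: percent inhibition of TR-FRET ratio; Replication: one well per compound, singlicate testing.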
aDG glyco up: activators of alpha-DG glycosylation, primary screen, uHTS, Pro5-aDG cells, AlphaScreen; alpha-DG glycosylation AlphaScreen (IIH6); 0% Pro5, 100% B10-LARGE cell signal; activation, % at 10 µM; actives 0.22% (n = 360,000); AID 624168, 2012;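 active = activation of at least 8% versus controls, or a plate z-score of at least 8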;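 note: Pro5 are CHO cells carrying HIG-tagged alpha-DG that lacks glycosylation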
iPSC survival up: enhancers of single-cell hiPSC survival, primary screen, ATPlite luminescence. 100% = ROCK inhibitor wells, 0% = DMSO. survival enhancement, % at 20 µM. actives 0.044% (n = 360,000); in the data active = survival enhancement above about 18%;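 note: cells exposed to compounds for 16 hours before the ATP read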
HIF-2a inh: HIF-2a reporter inhibitors, primary screen, luminescence, 786-0 RCC cells; inhibition, % at 18.8 µM; 786-0 RCC cells HIF-2a reporter, luciferase luminescence, overnight; actives 0.72% (n = 360,000);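 active = inhibition of the luminescence signal of 40% or more relative to plate controls, in a single-dose primary screen at 18.75 µM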
TRPM1 prom inh: inhibitors of MITF-dependent TRPM1 promoter reporter, primary screen, cell-based, SK-MEL-5, single point, luciferase | SK-MEL-5 TRPM1 promoter luciferase, 24 h | inhibition, % at 12.5 µM | actives 0.83% (n = 330,000) | AID 488899, 2010;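 active = mean inhibition across replicates of 60% or more, whatever share of single replicates reaches that level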; note: values of inactives mirror those of a sister screen read the other way
CaV13 FRET inh: Disruptors of the CACNA1D IQ motif to Ca2+-dependent inactivation inhibitor domain association, primary screening, Förster resonance energy transfer in intact living …; HEK cells, CFP/YFP FRET ICDI-IQ, plate reader, 10 min; percent FRET-ratio fall versus neutral wells; inhibition, % at 12.3 µM; actives 0.098% (n = 340,000); AID 743397;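 active = mean replicate inhibition of at least 30% and at least 1% of replicates passing that level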;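 note: 0% = median of the neutral control wells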
Vif imaging: HIV Vif self-association inhibitors, primary screen, imaging, HEK293T, single point | HEK293T cells, Vif self-association by quenched fluorescence, 24 h | inhibition, % at 7.49 µM | actives 0.35% (n = 340,000); in the data active = inhibition above about 50%, passing the limit was not always enough; note: some results filed as inactive read as strong as hits
Starred values were filed as active, the others as inactive.

How did O=C(Nc1ccc2nn(-c3ccc(F)cc3)nc2c1)c1cccnc1 do in these assays?
Granule exo inh: 10; NR2E3 ag-1: -52; Peg3 promoter: -75; PDI turbidity: 1; NR2E3 ag-2: 3; aDG glyco up: 0.1; iPSC survival up: 0.4; HIF-2a inh: -131; TRPM1 prom inh: -18; CaV13 FRET inh: -4; Vif imaging: 3

How did O=C(CCN1C(=O)C2C3CCC(C3)C2C1=O)Nc1ccccc1Cl (stereo unspecified) do in these assays?
Granule exo inh: -1; NR2E3 ag-1: -16; Peg3 promoter: 16; PDI turbidity: -6; NR2E3 ag-2: -2; aDG glyco up: 0.1; iPSC survival up: -0.2; HIF-2a inh: 13; TRPM1 prom inh: -14; CaV13 FRET inh: -1

How did COc1ccc2cc(/C=C/C(=O)N3CCN(CC(=O)N4CCCCCC4)CC3)ccc2c1 do in these assays?
Granule exo inh: -4; NR2E3 ag-1: -26; Peg3 promoter: -92; PDI turbidity: -14; NR2E3 ag-2: -9; aDG glyco up: 0.1; iPSC survival up: -0.7; HIF-2a inh: -130; TRPM1 prom inh: -10; Vif imaging: -1

What do the screens show for `O=C(Nc1ccccc1F)Nc1ccccc1N1CCCCC1`?
Granule exo inh: 5; NR2E3 ag-1: 16; Peg3 promoter: 18; PDI turbidity: -6; NR2E3 ag-2: 6; aDG glyco up: 0.1; iPSC survival up: -0.8; HIF-2a inh: 8; TRPM1 prom inh: 2; CaV13 FRET inh: -5; Vif imaging: 6

Results for Cc1cc(C)cc(N(C(=O)c2sc(C)nc2C)C(C(=O)NC(C)(C)C)c2ccncc2)c1 (stereo unspecified) ?
Granule exo inh: -8; NR2E3 ag-1: -11; Peg3 promoter: 11; PDI turbidity: -2; NR2E3 ag-2: -6; aDG glyco up: -0.2; iPSC survival up: -0.6; HIF-2a inh: 14; TRPM1 prom inh: -1; CaV13 FRET inh: -4; Vif imaging: 9

Results for O=C(O)CN(Cc1ccco1)S(=O)(=O)c1ccccc1 ?
Granule exo inh: 1; NR2E3 ag-1: -2; Peg3 promoter: 10; PDI turbidity: -10; NR2E3 ag-2: 0; aDG glyco up: 0.2; iPSC survival up: -1.4; HIF-2a inh: 15; TRPM1 prom inh: -10; Vif imaging: -3

Results for CCOc1ccc(N(CC(=O)NCC2CCCO2)C(=O)CCC(=O)Nc2nccs2)cc1 (stereo unspecified) ?
Granule exo inh: 11; NR2E3 ag-1: 2; Peg3 promoter: 7; PDI turbidity: 0; NR2E3 ag-2: 1; aDG glyco up: 0.0; iPSC survival up: 1.9; HIF-2a inh: 3; TRPM1 prom inh: 3; CaV13 FRET inh: -4

Results for O=c1cnnc(SCCc2ccccc2)[nH]1 ?
Granule exo inh: 1; NR2E3 ag-1: -5; Peg3 promoter: 1; PDI turbidity: 6; NR2E3 ag-2: 1; aDG glyco up: -0.1; iPSC survival up: 2.1; HIF-2a inh: -2; TRPM1 prom inh: 3; Vif imaging: 3

How did COC(=O)c1ccc(OCC(=O)Nc2ccsc2C(=O)OC)cc1 do in these assays?
Granule exo inh: 0; NR2E3 ag-1: -6; Peg3 promoter: -45; PDI turbidity: 6; NR2E3 ag-2: 0; aDG glyco up: 0.0; iPSC survival up: 0.1; HIF-2a inh: -2; TRPM1 prom inh: -19; CaV13 FRET inh: 3; Vif imaging: 0

How did COc1cccc(N=C2C(=O)N3CCCc4cccc2c43)c1 do in these assays?
Granule exo inh: 4; NR2E3 ag-1: 4; Peg3 promoter: 3; PDI turbidity: -7; NR2E3 ag-2: -1; aDG glyco up: 0.0; iPSC survival up: -1.3; HIF-2a inh: 12; TRPM1 prom inh: -1; CaV13 FRET inh: -5; Vif imaging: -11

What do the screens show for `Cc1oc(-c2ccc(Cl)cc2)nc1CS(=O)CC(=O)NC1CCCCCC1` (stereo unspecified)?
Granule exo inh: 10; NR2E3 ag-1: 8; Peg3 promoter: -1; PDI turbidity: 3; NR2E3 ag-2: -1; aDG glyco up: 0.0; iPSC survival up: 1.7; HIF-2a inh: -12; TRPM1 prom inh: 13; CaV13 FRET inh: -7; Vif imaging: 0

What do the screens show for `O=C(Nc1cccc(F)c1)C1C2C=CC3(CN(CCCN4CCOCC4)C(=O)C13)O2` (stereo unspecified)?
Granule exo inh: -12; NR2E3 ag-1: -7; Peg3 promoter: -8; NR2E3 ag-2: 0; aDG glyco up: 0.0; iPSC survival up: 1.8; HIF-2a inh: -5; TRPM1 prom inh: -14; CaV13 FRET inh: -6; Vif imaging: -5

How did CC[C@@]1(C(=O)OC)N[C@H](CN(C)C(=O)COc2ccccc2)[C@@H]2C(=O)N(C)C(=O)[C@@H]21 do in these assays?
Granule exo inh: -1; NR2E3 ag-1: 2; Peg3 promoter: -11; PDI turbidity: -8; aDG glyco up: -0.3; iPSC survival up: 0.1; HIF-2a inh: 11; TRPM1 prom inh: -7; CaV13 FRET inh: -5; Vif imaging: 15

What do the screens show for `C=CCc1c(C)nc(-c2ccccc2)nc1N/N=C(\C)c1ccccc1`?
Granule exo inh: -3; NR2E3 ag-1: -34; Peg3 promoter: -54; PDI turbidity: -5; NR2E3 ag-2: 1; aDG glyco up: -0.1; iPSC survival up: -2.8; HIF-2a inh: -52; TRPM1 prom inh: -24; CaV13 FRET inh: -5; Vif imaging: 6

Results for Cc1csc(=NC(=O)c2ccccc2)n1Cc1ccco1 ?
Granule exo inh: 3; NR2E3 ag-1: -29; Peg3 promoter: -28; PDI turbidity: -2; NR2E3 ag-2: 1; aDG glyco up: 0.0; iPSC survival up: 1.2; HIF-2a inh: -78; TRPM1 prom inh: -15; CaV13 FRET inh: -9

How did CCOC(=O)N1CCN(c2c(N3CCOCC3)c(=O)c2=O)CC1 do in these assays?
Granule exo inh: -1; NR2E3 ag-1: -16; Peg3 promoter: -17; PDI turbidity: 0; NR2E3 ag-2: 0; aDG glyco up: 0.0; iPSC survival up: -0.6; HIF-2a inh: 7; TRPM1 prom inh: -10; CaV13 FRET inh: -6

Results for FC(F)(F)c1ccncc1-c1nnc(C2CCCCC2)o1 ?
Granule exo inh: -4; NR2E3 ag-1: 1; Peg3 promoter: -2; PDI turbidity: -9; NR2E3 ag-2: 2; aDG glyco up: 0.0; iPSC survival up: -0.6; HIF-2a inh: 17; TRPM1 prom inh: 9; CaV13 FRET inh: -5; Vif imaging: 7

Results for C=CCNC(=S)N/N=C/c1cn(-c2ccccc2)nc1-c1ccc(OC)cc1 ?
Granule exo inh: -5; NR2E3 ag-1: -20; Peg3 promoter: -14; PDI turbidity: -8; NR2E3 ag-2: 4; aDG glyco up: -0.1; iPSC survival up: -1.5; HIF-2a inh: 8; TRPM1 prom inh: -5; CaV13 FRET inh: -5; Vif imaging: 0

What do the screens show for `CCNC(=O)c1cccc(S(=O)(=O)N2CCCCCC2)c1`?
Granule exo inh: -4; NR2E3 ag-1: -18; Peg3 promoter: 11; PDI turbidity: -3; NR2E3 ag-2: 1; aDG glyco up: -0.1; iPSC survival up: 1.1; HIF-2a inh: 6; TRPM1 prom inh: -8; Vif imaging: -1

What do the screens show for `O=C(NOCc1ccccc1)c1ccc([N+](=O)[O-])cc1`?
Granule exo inh: 0; NR2E3 ag-1: -108; Peg3 promoter: -102; PDI turbidity: 5; NR2E3 ag-2: 2; aDG glyco up: -0.2; iPSC survival up: -2.1; HIF-2a inh: -117; TRPM1 prom inh: -36; CaV13 FRET inh: -16; Vif imaging: -5

What do the screens show for `Cc1ccc(S(=O)(=O)NC2=NCN(Cc3ccccc3)CN2)cc1`?
Granule exo inh: -1; NR2E3 ag-1: -18; Peg3 promoter: 14; PDI turbidity: 4; NR2E3 ag-2: -5; aDG glyco up: 0.0; iPSC survival up: -0.8; HIF-2a inh: 22; TRPM1 prom inh: 3; CaV13 FRET inh: -4; Vif imaging: -12

What do the screens show for `O=C(CN1CCN(c2ccccc2O)CC1)Nc1cccnc1Cl`?
Granule exo inh: 6; NR2E3 ag-1: 21; Peg3 promoter: -4; PDI turbidity: 1; NR2E3 ag-2: 1; aDG glyco up: -0.2; iPSC survival up: 0.2; HIF-2a inh: 10; TRPM1 prom inh: 0; CaV13 FRET inh: -6; Vif imaging: 5

What do the screens show for `O=C(Cn1nnc(-c2ccc3c(c2)OCO3)n1)Nc1ccccc1C(=O)O`?
Granule exo inh: 0; NR2E3 ag-1: -47; Peg3 promoter: -50; PDI turbidity: 3; NR2E3 ag-2: 7; aDG glyco up: -0.2; iPSC survival up: -0.6; HIF-2a inh: -61; TRPM1 prom inh: -10

What do the screens show for `Cc1nn(Cc2cccc(C(=O)N3N=C(C(F)F)CC3(O)C(F)F)c2)c(C)c1[N+](=O)[O-]` (stereo unspecified)?
Granule exo inh: 1; NR2E3 ag-1: -5; Peg3 promoter: 19; PDI turbidity: 7; NR2E3 ag-2: 0; aDG glyco up: 0.3; iPSC survival up: -1.5; HIF-2a inh: 24; TRPM1 prom inh: 4; CaV13 FRET inh: -7; Vif imaging: -11

How did CCN(CC)CCNC(C(=O)Nc1cc(C(F)(F)F)ccc1Cl)c1ccccc1 (stereo unspecified) do in these assays?
Granule exo inh: -2; NR2E3 ag-1: -22; Peg3 promoter: -14; PDI turbidity: -2; NR2E3 ag-2: 1; aDG glyco up: -0.3; iPSC survival up: -2.6; HIF-2a inh: 3; TRPM1 prom inh: -5; CaV13 FRET inh: -4; Vif imaging: 9

What do the screens show for `O=C(C[n+]1cccc2ccccc21)c1ccccc1`?
Granule exo inh: 3; NR2E3 ag-1: -41; Peg3 promoter: -13; PDI turbidity: -10; NR2E3 ag-2: 4; aDG glyco up: -0.2; iPSC survival up: 1.8; HIF-2a inh: 9; TRPM1 prom inh: 16; CaV13 FRET inh: -7; Vif imaging: 13

How did COC(=O)c1sccc1NC(=O)c1cc2c(s1)CCCC2 do in these assays?
Granule exo inh: -1; NR2E3 ag-1: -76; Peg3 promoter: -77; PDI turbidity: -2; NR2E3 ag-2: 2; aDG glyco up: 0.0; iPSC survival up: -3.2; HIF-2a inh: -250; TRPM1 prom inh: -6; CaV13 FRET inh: -9

Random excerpt: two compounds from above.
What do the screens show for `Cc1nn(Cc2cccc(C(=O)N3N=C(C(F)F)CC3(O)C(F)F)c2)c(C)c1[N+](=O)[O-]` (stereo unspecified)?
Granule exo inh: 1; NR2E3 ag-1: -5; Peg3 promoter: 19; PDI turbidity: 7; NR2E3 ag-2: 0; aDG glyco up: 0.3; iPSC survival up: -1.5; HIF-2a inh: 24; TRPM1 prom inh: 4; CaV13 FRET inh: -7; Vif imaging: -11

How did COC(=O)c1sccc1NC(=O)c1cc2c(s1)CCCC2 do in these assays?
Granule exo inh: -1; NR2E3 ag-1: -76; Peg3 promoter: -77; PDI turbidity: -2; NR2E3 ag-2: 2; aDG glyco up: 0.0; iPSC survival up: -3.2; HIF-2a inh: -250; TRPM1 prom inh: -6; CaV13 FRET inh: -9
